Compound activity from PubChem BioAssay.
14-3-3g Raf – alters human 14-3-3 gamma binding to Raf peptide. P61981. FP, 14-3-3gamma / TMR-pS259-Raf peptide binding. inhibition, % at 40 µM. 160,000 tested, 0.19% active. AID 422; in the data active means inhibition above about 30%;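 further: 0% = protein plus tracer without compound and 100% = blank with tracer alone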
Target sequence (P61981 whole entry, looked up): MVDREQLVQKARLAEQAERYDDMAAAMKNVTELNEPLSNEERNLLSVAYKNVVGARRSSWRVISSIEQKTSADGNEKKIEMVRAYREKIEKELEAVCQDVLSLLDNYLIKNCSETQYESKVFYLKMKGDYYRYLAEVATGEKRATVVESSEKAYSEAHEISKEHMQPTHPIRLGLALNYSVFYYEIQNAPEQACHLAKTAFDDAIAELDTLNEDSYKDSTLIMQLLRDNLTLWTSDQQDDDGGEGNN
* = called active by the depositor; & = joins results of further samples. This is a subset; rates above refer to the full screens.

SMILES	14-3-3g Raf
COC(=O)c1[nH]c2ccc(F)cc2c1NC(=O)CCN1CCN(Cc2ccc3c(c2)OCO3)CC1	-7
CCOc1ccc(CCNC(=O)C(C)n2nc(C)n3c(cc4occc43)c2=O)cc1OCC (centres undefined)	2
O=C1CC(c2ccc(Cl)cc2)Sc2nc(C34CC5CC(CC(C5)C3)C4)nn21 (centres undefined)	5
Cc1nc(SCC(=O)c2ccc(Cl)cc2)c(C#N)c2c1CCCC2	-1
CC(=O)Nc1ccc(Oc2cc([N+](=O)[O-])cc3c2C=Cc2ccccc2O3)cc1	-7
O=C1c2ccc([N+](=O)[O-])cc2C(=O)N1c1cccc(-c2nc3ccccc3c(=O)o2)c1	1
CNC(=O)c1c(NC(=O)C2COc3ccccc3O2)sc2c1CCCC2 (centres undefined)	-12
Cc1cc(C)n2nc(C(=O)Nc3ccc4c(c3)OCO4)nc2n1	-12
Cc1ccc2occ(C(c3nnnn3C3CCCC3)N3CCN(C(=O)c4ccco4)CC3)c(=O)c2c1 (centres undefined)	-6
COc1ccc(S(=O)(=O)Nc2c(C)ccc3nsnc23)cc1OC	-4
O=C(NCCCN1CCc2ccccc2C1)c1cc(-c2ccc(Cl)s2)nc2ccccc12	-20
CCCCN(C)C(=O)c1cn(CC)c2ccc(S(=O)(=O)N(C)C)cc2c1=O	-5
Cc1nnc(N(C)C(=O)c2cccnc2)s1	-6
COc1ccc(-c2[nH]c3ccccc3c2SCCNC(=O)c2cccs2)cc1	-8
COc1cc(C(=O)Oc2cccc(C(=S)N3CCCCC3)c2)cc(OC)c1OC	5
CCOc1ccc(/C=C\C(C)=N\O)cc1	-1
CCOC(=O)C1CCCN(c2nc3ccccc3nc2C(C#N)C(=O)OC(C)COC)C1 (centres undefined)	-5
CC1=C(C(=O)OC(C)C(C)(C)C)C(c2cccc(Br)c2)NC(=O)N1 (centres undefined)	5
COC(=O)C1=CN(C2CC2)C=C(C(=O)OC)C1c1ccc(O)cc1	-3
O=C(Nc1cccc(Cl)c1)C1(S(=O)(=O)c2ccc(Cl)cc2)CC1	-12
O=C(CN(Cc1ccco1)C(=O)CNS(=O)(=O)c1ccc(F)cc1)NCc1ccc(F)cc1	0
Cc1nc(Nc2nc3ccccc3o2)nc(-c2ccc(Cl)cc2)c1C#N	5
COCCNC(=O)Cn1c(=S)[nH]c2ccccc2c1=O	-4
CCc1cccc(CC)c1N(COC)C(=O)Cn1ccccc1=N	4
O=C1NC(c2ccc(-c3cccc([N+](=O)[O-])c3)o2)C(C(=O)c2ccc(Cl)cc2)C(O)(C(F)(F)F)N1 (centres undefined)	-25
O=C1C2C3C=CC(C3C3=CCCC3)C2C(=O)N1c1cccc([N+](=O)[O-])c1 (centres undefined)	-5
O=C(COC(=O)C1CC(=O)N(Cc2ccco2)C1)c1ccc(OC(=O)c2ccco2)cc1 (centres undefined)	2
COc1cc(C2C(C(C)=O)=C(C)Nc3ncnn32)ccc1OCc1ccc(Cl)cc1 (centres undefined)	-8
Cc1nnc(SCCn2c(N3CCCCC3)nc3c2c(=O)n(C)c(=O)n3C)s1	3
O=C1CN(C(=O)c2ccc(F)cc2)C(c2ccc(F)cc2)c2cc(Cl)ccc2N1 (centres undefined)	-8

2 entries drawn at random from those above:
SMILES	14-3-3g Raf
Cc1cc(C)n2nc(C(=O)Nc3ccc4c(c3)OCO4)nc2n1	-12
COc1ccc(-c2[nH]c3ccccc3c2SCCNC(=O)c2cccs2)cc1	-8

Remaining list, next part
SMILES	14-3-3g Raf
CC1(C)CC(=O)C2=C(C1)OC(N)=C(C#N)[C@@]21C(=O)N(CC(N)=O)c2ccccc21	-2
COC(=O)c1ccc(-n2c(C)cc(C(=O)CSc3ncnc4sc5c(c34)CCC5)c2C)cc1	1
O=C(CN1CCN(S(=O)(=O)c2ccc(F)cc2)CC1)Nc1ccccc1F	2&2
CS(=O)(=O)c1sc2nc(-c3ccc(Br)cc3)cc(-c3ccccc3)c2c1N	-47
Cc1ccc(-n2c(=O)[nH]cc(C(=O)Nc3ccc4c(c3)OCCO4)c2=O)cc1	-2
CCOC(=O)c1ccc2nc(Cl)c(CCCl)cc2c1	7
O=C(O)C1C(=O)Nc2ccccc2C1=O (centres undefined)	-9
CC1CCCN(S(=O)(=O)c2ccc3[nH]c(=O)cc(C(=O)NCc4ccccc4Cl)c3c2)C1 (centres undefined)	0
COc1ccc(Br)cc1C(=O)Nc1cc(-c2nc3cc(C)ccc3o2)ccc1Cl	-137
COc1cc2c(cc1OC)CN(CCc1ccc(NS(=O)(=O)c3ccccc3F)cc1)CC2	-5
CCCCc1ccc(NC(=O)c2cccnc2Cl)cc1	-13
N=C(N)c1ccccc1	-6
Cc1ccc(N2C(=O)c3sc4nnc(C)c(=O)n4c3C2=O)cc1	-4
Cc1cccc(C)c1Nc1c(-c2ccc(Cl)cc2)nc2cnccn12	-9
C#CCOC(=O)c1ccccc1C(=O)O	-1
CCNc1nc2c(c(=O)n(C)c(=O)n2C)n1CC(O)COc1ccccc1C (centres undefined)	2
COc1ccc(-n2nc(C(=O)NCC(=O)NC(C)C)c3ccccc3c2=O)cc1OC	-3
CC(C)OC(=O)C1C2C=CC3(CN(Cc4cccs4)C(=O)C13)O2 (centres undefined)	-4
CCc1cc(C=C(Cl)Cl)oc(=O)c1C	-4
O=S(=O)(NC1CCCCC1)c1cccc2nonc12	-24
Cc1cccc(NC(=O)Cn2c(=O)n3nc(CCn4nc(C)cc4C)nc3c3ccccc32)c1	-13
CC1=CCC(c2nnc(C)o2)C(c2ccc([N+](=O)[O-])cc2)C1 (centres undefined)	-3
CCC(=O)N=c1sc2cc(F)cc(F)c2n1C	2
O=S(=O)(NCc1ccco1)c1ccc2c(c1)Cc1ccccc1-2	-13
Cc1[nH]nc2c1C(c1ccccc1)C1=C(CC(C)(C)CC1=O)N2 (centres undefined)	-2&-6
Cc1ccc(-c2nc3ccccc3o2)cc1NC(=O)c1cccc(Br)c1	-322
CCCNC(=O)c1cc2n(n1)C(C(F)(F)F)CC(c1ccc(C)cc1)N2 (centres undefined)	0
COc1cc2c(cc1OC)C(C(=O)Nc1cccc(Cl)c1)C(c1ccccc1F)N(C)C2=O (centres undefined)	-14
C(#Cc1ccccc1)CN1CCCCC1	-79
O=C1C(=O)N(c2ccccc2)C(c2ccc3c(c2)OCO3)/C1=C(\O)c1ccccc1 (centres undefined)	-2
COc1ccc(Cl)cc1NC(=O)c1sc2cc(C)ccc2c1Cl	-16
CCCS(=O)(=O)N1CCC(C(=O)NCCCN2CCCC2=O)CC1	-2&-6
Cc1ccc(NC(=O)c2sc(=S)n(CCc3ccccc3)c2N)cc1	-10
CCOC(=O)c1c(NC(=O)c2cccs2)sc(C(=O)Nc2ccc(C)cc2)c1C	-9
Cc1ccc(-c2nc3ncccc3o2)cc1NC(=O)c1ccc(OC(C)C)cc1	-7
O=S(=O)(c1ccc(Br)cc1)C(F)(F)F	-21
CC(C)OCCCNC(=O)c1cc(Nc2cccc(C(F)(F)F)c2)nc2ccccc12	-5
COc1ccc(-c2cc(C(=O)O)c3cc(C)cc(C)c3n2)cc1OC	-7
O=C(NCc1ccc2c(c1)OCO2)c1ccc2c(=O)n(-c3ccccc3)c(=S)[nH]c2c1	-10
COc1ccc(NC(=O)CN2C(=O)c3ccc([N+](=O)[O-])cc3C2=O)cc1	-1
COc1ccc(-c2nnc(SCC(=O)OCc3ccccc3)o2)cc1	-4
Cn1c(=NC(=O)c2ccc([N+](=O)[O-])o2)sc2cc(S(C)(=O)=O)ccc21	-15
COc1ccc(N(C)S(=O)(=O)c2ccc3c(c2)CCN3C(=O)C2CCC2)cc1	-7
CCc1ccc(NC(=O)C2CCC(=O)N(c3ccc(OC)cc3)C2c2ccc(OC)cc2)cc1 (centres undefined)	3
CC1=C(C(=O)Nc2ccccc2)C(c2ccccc2F)NC(=O)N1 (centres undefined)	6
Nc1c(C(=O)Nc2cccc(F)c2)nnn1-c1cccc(C(F)(F)F)c1	-4
COc1ccc(C2CC(=O)c3cnc(NC(=O)c4ccccc4)nc3C2)c(OC)c1 (centres undefined)	6
Cc1occc1C(=O)Nc1sc2c(c1C(N)=O)CCCCC2	-20
CCn1c(=O)n(CC(=O)NCc2ccco2)c(=O)c2ccccc21	0&0
Cc1ccc(CNC(=O)Cn2c(=O)oc3ccccc32)o1	-5

Following part:
SMILES	14-3-3g Raf
COc1cc(OC)c(C2C(C(=O)Nc3ccc(C)cc3C)=C(C)Nc3ncnn32)cc1OC (centres undefined)	0
COc1cccc(NC(=O)C(CCS(C)(=O)=O)NC(C)=O)c1 (centres undefined)	-3
COc1ccc(C(=O)CC2(O)C(=O)Nc3ccc(Br)cc32)cc1[N+](=O)[O-] (centres undefined)	3
Cc1csc(NC(=O)CSc2nc(-c3ccc(F)cc3)cc(-c3ccccc3)c2C#N)n1	-11
CCOC(=O)c1cc2c3c(c1)C1C=CCC1C(c1ccc(Cl)cc1)N3CC1CC=CC21 (centres undefined)	-77
Cc1ccc(CNC(=O)CN2CCN(Cc3ccc(F)cc3)C2=O)cc1	-4
CCOC(=O)C1=CN(C(C)C)C=C(C(=O)OCC)C1c1ccc(Cl)c([N+](=O)[O-])c1	4
Cc1nc2c(c(=O)n1CC1CCCO1)c1nc3ccccc3nc1n2Cc1ccc2c(c1)OCO2 (centres undefined)	6
COc1ccc(C(=O)NCCn2cc(SCC(=O)Nc3nnc(C)s3)c3ccccc32)cc1	-12
Cc1ccc2c(c1)[nH]c1c(=O)n(CCN3CCCCC3)cnc12	-17
COc1cccc(C(=O)Nc2c3c(nn2-c2ccc(C)cc2C)CSC3)c1OC	-11
COc1ccc2c(c1OC)C(=O)N(c1ccc([N+](=O)[O-])cc1)C2	1
CCOC(=O)CSc1nc2ccsc2c(=O)n1Cc1ccc(OC)cc1	-4
Cn1c(=O)c2c(ncn2CC(=O)N2CCOCC2)n(C)c1=O	3&6
O=[N+]([O-])c1c(NCc2ccccc2)cc(N2CCOCC2)c2nonc12	4
COc1ccc(Br)cc1CNC(=O)c1ccc(N2CCCC2)c(NS(=O)(=O)c2ccc(C)cc2)c1	-11
COC(=O)c1c(NC(=O)Cn2nc([N+](=O)[O-])c(Br)c2C)sc2c1CCC(C)C2 (centres undefined)	1
Cc1ccc(-c2nn(CC(=O)N3CCN(c4ccccc4)CC3)c(=O)c3ccccc23)cc1	5
Cc1ncc([N+](=O)[O-])n1CCSc1nc2ccccc2s1	-10
O=C(c1cc(Sc2ccc(F)cc2)nc2ccccc12)N1CCCCC1	-9
COc1cccc(C(=O)Oc2ccc(C3C4=C(CC(C)(C)CC4=O)OC4=C3C(=O)CC(C)(C)C4)cc2OC)c1	-10
COc1ccc(Cl)cc1NC(=O)C1CCN(S(=O)(=O)c2ccc(Br)s2)CC1	-148
Cc1ccnc(NC(=O)CCC(=O)N(CC(=O)NC2CCCCC2)c2cccc(C)c2C)c1	-12
Cn1c(=O)c2cc(S(=O)(=O)Nc3ccc(C(F)(F)F)cc3)ccc2n(C)c1=O	1
Cc1ccccc1Cn1c(=O)n(-c2ccccc2)c(=O)c2sccc21	-11
COc1ccc(C(=O)NCc2nc3ccccc3n2CC(C)C)cc1OC	-1
CC(=O)c1cnc(N2CCCCC2)nc1C	-3
Nc1c(S(=O)(=O)c2cccs2)c2nc3ccccc3nc2n1/N=C/c1cccc(O)c1	-9
O=c1oc2cc(OCc3ccc([N+](=O)[O-])cc3)ccc2c2c1CCCC2	7
COc1cccc(-n2c(=O)c3sccc3n(Cc3ccccc3)c2=O)c1	1
N#Cc1c(NC(=O)CC(=O)CSc2ncnc3sc4c(c23)CCC4)sc2c1CCCC2	-2
C=CCN1C(=O)CSC1=Nc1ccc(C(=O)O)cc1	-8
Cc1ccc(S(=O)(=O)n2c(=O)oc3cc([N+](=O)[O-])ccc32)cc1	-2
O=C(CSc1oc(-c2ccccc2)nc1S(=O)(=O)c1ccc(Cl)cc1)NC1CCCCC1	-54
COc1ccc(CCNC(=O)Cn2c(=O)n(-c3ccc(F)cc3)c(=O)c3c(C)c(C)sc32)cc1OC	-3
Cc1sc2ncnc(NCc3ccc(Cl)cc3)c2c1C	-22
COCCCn1c(SCC(=O)NC(C)(C)C)nnc1-c1ccccc1	-7
CCCCN(CCCC)c1nc2ccccc2nc1C(C#N)C(=O)NCCCOC (centres undefined)	-43
O=C(NC1CCCC1)c1ccc2nc3cc(Cl)ccc3c(=O)n2c1	-13
CCCCCOC(=O)c1cc(=O)[nH]c2ccccc12	-3
CCOc1ccc(NS(=O)(=O)c2ccc3nc(-c4ccccc4)[nH]c3c2)cc1	-12

Compounds from the list above with two or more sulfur atoms, in the order listed:
SMILES	14-3-3g Raf
COc1ccc(S(=O)(=O)Nc2c(C)ccc3nsnc23)cc1OC	-4
COc1ccc(-c2[nH]c3ccccc3c2SCCNC(=O)c2cccs2)cc1	-8
Cc1nnc(SCCn2c(N3CCCCC3)nc3c2c(=O)n(C)c(=O)n3C)s1	3
COC(=O)c1ccc(-n2c(C)cc(C(=O)CSc3ncnc4sc5c(c34)CCC5)c2C)cc1	1
CS(=O)(=O)c1sc2nc(-c3ccc(Br)cc3)cc(-c3ccccc3)c2c1N	-47
Cc1ccc(NC(=O)c2sc(=S)n(CCc3ccccc3)c2N)cc1	-10
CCOC(=O)c1c(NC(=O)c2cccs2)sc(C(=O)Nc2ccc(C)cc2)c1C	-9
Cn1c(=NC(=O)c2ccc([N+](=O)[O-])o2)sc2cc(S(C)(=O)=O)ccc21	-15
Cc1csc(NC(=O)CSc2nc(-c3ccc(F)cc3)cc(-c3ccccc3)c2C#N)n1	-11
COc1ccc(C(=O)NCCn2cc(SCC(=O)Nc3nnc(C)s3)c3ccccc32)cc1	-12
CCOC(=O)CSc1nc2ccsc2c(=O)n1Cc1ccc(OC)cc1	-4
Cc1ncc([N+](=O)[O-])n1CCSc1nc2ccccc2s1	-10
COc1ccc(Cl)cc1NC(=O)C1CCN(S(=O)(=O)c2ccc(Br)s2)CC1	-148
Nc1c(S(=O)(=O)c2cccs2)c2nc3ccccc3nc2n1/N=C/c1cccc(O)c1	-9
N#Cc1c(NC(=O)CC(=O)CSc2ncnc3sc4c(c23)CCC4)sc2c1CCCC2	-2
O=C(CSc1oc(-c2ccccc2)nc1S(=O)(=O)c1ccc(Cl)cc1)NC1CCCCC1	-54
